Pf growth 96h = Primary qHTS for delayed death inhibitors of the malarial parasite plastid, 96 hour incubation | 320,000 compounds, 6.9% hits | Potency, µM (titrated, usually from 28.7 µM), without a hit: at the top dose activity change, negative = inhibition, most hits filed as inhibitors | P. falciparum luciferase reporter growth, 96 h | AID 504834, 2011
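Two parasite generations (96 h, 37 C, 5% CO2) of compound exposure in infected erythrocytes (0.05% parasitemia, 2% hematocrit). Luciferase-reporter P. falciparum; decreased luminescence indicates inhibited growth, aimed at apicoplast-acting delayed death.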
HCV inh = qHTS Assay for Inhibitors of Hepatitis C Virus (HCV). Huh7.5.1 HCVcc-Cre infection, luciferase reporter, 44 h. Potency, µM (titrated, usually from 41.8 µM), inactives show at the top dose activity change, negative = inhibition, hits mostly inhibitors. 340,000 compounds, 3.4% hits. AID 651820, 2012
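After 44 h co-culture of compound, cells and HCVcc-Cre (~0.5 moi), substrate is added for 15 min at room temperature and luciferase measured over 15 sec. Cells were seeded at 1,000/well and pre-cultured 4 h.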
LmPK inhibitor = qHTS Assay for Inhibitors of Leishmania Mexicana Pyruvate Kinase (LmPK); Q27686; 290,000 compounds, 0.37% hits; Potency, µM (doses to about 57.5 µM), for inactives: at the highest dose activity change, negative = inhibition, hits mostly inhibitors; purified LmPK, Kinase-Glo ATP luminescence, 1 h
Target sequence (Q27686 whole entry, looked up): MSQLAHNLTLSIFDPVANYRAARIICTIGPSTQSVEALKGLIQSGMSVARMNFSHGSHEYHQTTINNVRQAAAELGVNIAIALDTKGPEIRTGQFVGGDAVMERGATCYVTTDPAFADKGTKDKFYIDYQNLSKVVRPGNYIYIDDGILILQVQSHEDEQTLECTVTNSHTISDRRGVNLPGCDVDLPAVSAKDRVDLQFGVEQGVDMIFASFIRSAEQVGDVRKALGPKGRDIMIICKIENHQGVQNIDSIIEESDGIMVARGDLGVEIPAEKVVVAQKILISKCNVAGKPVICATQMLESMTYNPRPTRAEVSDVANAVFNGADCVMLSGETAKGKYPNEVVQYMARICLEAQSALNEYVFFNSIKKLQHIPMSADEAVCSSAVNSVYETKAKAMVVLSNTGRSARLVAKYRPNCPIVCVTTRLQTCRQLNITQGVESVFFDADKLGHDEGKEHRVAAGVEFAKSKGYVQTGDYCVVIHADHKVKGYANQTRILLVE
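qHTS format; LmPK 0.1 nM; substrates PEP 0.5 mM and ADP 0.1 mM. One-hour room-temperature incubation, then coupled luciferase luminescence; 0.5 nM enzyme wells mark activation.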
Sm TGR inh = qHTS Assay for the Inhibitors of Schistosoma Mansoni Peroxiredoxins; Potency, µM (series often up to 114 µM), for the others: at the highest dose activity change, negative = inhibition, most hits filed as inhibitors; purified TGR, DTNB reduction, TNB absorbance 405 nm; AID 485364, 2010; 360,000 compounds, 3% hits; Schistosoma mansoni thioredoxin glutathione reductase (TGR), Q962Y6; also: nearly all actives have a fitted effect of over 60% in size
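First, TGR (20 nM dispensed) and NADPH were mixed with compound. Second, a 15 min room-temperature incubation followed. Third, further NADPH and then DTNB were added to start the reaction. Finally, TNB absorbance was monitored kinetically.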
Pf growth 48h = Primary qHTS for delayed death inhibitors of the malarial parasite plastid, 48 hour incubation. P. falciparum luciferase growth in erythrocytes, 48 h. Potency, µM (top dose mostly 28.7 µM), inactives show top-dose activity change, negative = inhibition, hits mostly inhibitors. 310,000 compounds, 5.9% hits
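Here the parasites carry a stable luciferase gene and grow inside erythrocytes in Albumax-based RPMI medium with compound for one erythrocytic cycle. Activity is scored as loss of luminescent signal.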
Tb PYK inh = qHTS of Trypanosoma Brucei Inhibitors. TbPYK enzyme, Kinase-Glo Plus ATP luminescence, 45 min. AID 624173, 2012. 410,000 compounds, 0.12% hits. pyruvate kinase (Trypanosoma brucei), Q57TT1. Potency, µM (top dose mostly 76.8 µM), inactives show at the top dose activity, negative = inhibition, actives largely listed as inhibitors; also: nearly all actives have a fitted effect of over 50% in size
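Luminescence from Kinase-Glo Plus, added after a 45-minute room-temperature reaction, served as the end-point read-out. The enzyme and substrate were preincubated with compound before ADP (130 uM final) initiated turnover. Concentration-effect curves came from normalized qHTS data.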
Numbers without * were called inactive; ? = inconclusive; nt = not tested or not shown; [ ] = another dose, or the depositor's remark. Calls follow the shape of the dose curve; as a rule, active = well fitted curve in the direction sought with a large enough effect; inconclusive = small, poorly fitted or top-dose-only effect, or another doubt; inactive = no such curve, though single readings can be large; an effect the other way counts as inactive or inconclusive. % is scaled to controls: 0 for no effect and ±100 for the full control effect; potency is read from the fitted curve at half-maximal effect. Random draw from the library. About 16% of those tested had a hit in this group.

SMILES	Pf growth 96h	HCV inh	LmPK inhibitor	Sm TGR inh	Pf growth 48h	Tb PYK inh
CCN(CC)c1ccc(NC(=O)c2ccc3c(c2)OCO3)c(C)c1	131%[activator]	11µM*	1%	0%	4%	?
CCC1C(=O)N(c2nc(C)cc(C)n2)N=C1C (stereo not given)	-17%	2%	0%	-25%	nt	-6%
CNC(=O)c1cc(Nc2nnc(-c3ccc(C)c(S(N)(=O)=O)c3)c3ccccc23)ccc1OC	30%	-10%	3%	9%	-22%	1%
Cc1nnc(N2CCOCC2)c2nn(-c3cccc(Cl)c3)c(C)c12	?	-27%	0%	-15%	-6%	2%
O=C(NCCc1ccc([N+](=O)[O-])cc1)c1ccccc1	?	-8%	1%	17%	?	7%
O=C1CS/C(=N/N=C/c2ccncc2)N1	15µM*	9%	-6%	-16%	?	3%
O=C(Nc1ccccc1)OC1CN=C(N[N+](=O)[O-])NC1 (stereo not given)	?	20%	-11%	1%	-12%	26%
O=C(O)c1c[nH]c2ccc(S(=O)(=O)N3CCOCC3)cc12	1%	12%	1%	79%[activator]	19%	2%
CCCN(CCC)CCN1C(=O)C2C(C(=O)Nc3cccc(SC)c3)C3C=CC2(O3)C1C(=O)NC1CCCCC1 (stereo not given)	-28%	-27%	5%	-25%	3.7µM*	5%
CCOC(=O)COc1ccc2c(C#N)c3ccccn3c2c1	15%	-18%	5%	nt	-10%	-1%
CCOc1ccccc1-c1nc(-c2ccc(NC(=O)c3ccc(Br)o3)cc2)no1	29%	?	-6%	-7%	2.9µM*	-6%
O=C(CCC1CCCN(C(=O)Cn2cnnn2)C1)NCc1ccc(F)c(F)c1 (stereo not given)	-9%	16%	1%	-7%	0%	2%
CCC(CC)C(=O)NCCc1cc2c(C)ccc(C)c2[nH]c1=O	49%[activator]	4%	-4%	0%	8%	0%
O=C(OCCN1CCN(C2=NS(=O)(=O)c3ccccc32)CC1)c1ccccc1F	?	8%	1%	1%	-13%	-10%
COc1ccc(CCNC(=O)CCNC(=O)c2ccc([N+](=O)[O-])cc2)cc1	-5%	4%	0%	-3%	nt	-7%
CC1CN(C(=O)N2CCOCC2)CCN1C(=O)N1CCOCC1 (stereo not given)	41%[activator]	10%	-2%	1%[57.1 µM]	4%	2%
CN(CC(=O)Nc1cccc(F)c1)C(=O)c1ccc(N2CCOCC2)c([N+](=O)[O-])c1	-11%	-18%	-2%	3%	-18%	-8%
Cc1ccc(Cl)cc1S(=O)(=O)N1CCC(C(=O)NC2CCN(Cc3ccccc3)CC2)CC1	0%	?	8%	-6%	7.4µM*	4%
CS/C(=N\NC(N)=O)c1ccccc1	35%[activator]	7%	-2%	10%	12%	4%
COc1ccccc1NC(=O)CSc1nnnn1-c1ccccc1F	0%	-1%	6%	-8%	11%	-11%
C/C(=N\Nc1ccc(S(=O)(=O)N2CCOCC2)cc1[N+](=O)[O-])C(C)C	?	?	1%	40µM*	-9%	6%
COc1ccccc1-c1nc(C#N)c(NCCCn2ccnc2)o1	-20%	2%	-1%	8%	-17%	-2%
CCCn1c(C)cc(C(=O)COC(=O)CN=C2NS(=O)(=O)c3ccccc32)c1C	30%	3%	-12%	-3%	25%	-7%
COc1ccc(C(=O)Nc2cc(C)on2)cc1[N+](=O)[O-]	19%	-9%	0%	-20%	-6%	-4%
Cc1cccc(Oc2ccc(S(=O)(=O)N3CCCCC3)cc2N)c1	8%	13µM*	5%	-2%	?	-4%
COc1ccc(-c2nnc(SCC(=O)Nc3ccc(C(=O)O)cc3)n2-c2ccc(Cl)cc2)cc1	11%	?	0%	3%	7%	3%
O=C(NCc1cccnc1)c1ccccn1	nt	17%	-2%	1%	-1%	3%
Cc1ccc(N2C(=O)CC(c3ccsc3)C3=C2CC(C)(C)CC3=O)cc1 (stereo not given)	?	17%	-1%	0%	?	-3%
Cc1ccc(NC(=O)Nc2cnc3ccccc3c2)cc1	23%	-17%	2%	24%	?	0%
Cc1ccc(NC(=O)c2ccccc2CCc2ccccc2)c(C)c1	-4%	8%	3%	2%	?	-16%
CCO/N=C(\C)c1c(O)c(CC)c(-c2ccccc2)n(-c2ccccc2)c1=O	1%	13%	2%	2%	-1%	0%
CCCN(CCC)C(=O)c1ccc2c(c1)N(CC)C(=O)c1ccccc1S2(=O)=O	-17%	16%	7%	-11%	2%[0.00184 µM]	-10%
O=C(C[n+]1cc(-c2ccc(F)cc2)n2c1CCC2)OCc1ccccc1	10%	13%	-1%	15%	14%	-4%
CCn1c(SCC(=O)N/N=C/c2c[nH]c3ccccc23)nnc1-c1ccc(Cl)cc1	-23%	-25%	-3%	-2%	6%	15%
Cc1ccc(CNC(=O)COC(=O)CSc2ccc(Br)cc2C)cc1	45%[activator]	25%	4%	-1%	23%	5%
CCCCn1c(N)c(N(CCOC)C(=O)c2cc(S(=O)(=O)N3CCCCC3)ccc2Cl)c(=O)[nH]c1=O	-16%	14%	0%	6%	?	6%
CCCCC(CC)COP(=O)(OCC(CC)CCCC)OCC(CC)CCCC (stereo not given)	?	5%	nt	-2%	2%	1%
CCOc1ccc(CC(=O)N/N=C/c2sccc2C)cc1	75%[activator]	1%	8%	1%	2%	4%
O=S(=O)(c1ccc(Br)cc1)N1CCCN(Cc2ccccc2F)CC1	6.6µM*	-4%	1%	-13%	40%[activator]	-1%
COc1ccc(C(F)(F)F)cc1N/C=C\c1nnnn1-c1ccc(C)cc1	57%[activator]	?	2%	-5%	-8%	-14%
COc1ccc(O)c(CN2CCCC(N3CCN(c4ccc(F)cc4)CC3)C2)c1 (stereo not given)	?	-19%	3%	-1%	4.1µM*	-20%
O=C(CNC(=S)N(Cc1ccccc1)Cc1ccccc1F)NCc1ccc(Cl)cc1	?	?	0%	7%	?	-1%
CCNS(=O)(=O)c1ccc(C)c(-n2cnnn2)c1C	?	11%	-5%	-4%	-5%	-9%
Cc1ccc(CNC(=O)c2cc(S(=O)(=O)N3CCCCC3)ccc2N2CCOCC2)cc1	?	?	nt	-4%	8.3µM*	-7%
Cc1cccc(NC(N)=S)c1	25%	3%	1%	-18%	32%[activator]	9%
Clc1ccccc1-c1csc(Nc2cccnc2)n1	-20%	-22%	0%	7%	?	2%
Cc1ncoc1C(=O)N1CCc2c([nH]c3ccccc23)C1c1ccccc1F (stereo not given)	-48%	13%	4%	2%	?	6%
CCCCNC(=O)Cn1c(=O)c2c(ncn2CC)n(Cc2ccccc2)c1=O	13µM*	-3%	5%	-25%	-2%	-1%
O=C(COC(=O)Cn1cnc2ccccc21)Nc1cccc([N+](=O)[O-])c1	49%[activator]	16%	-4%	7%	160%[activator]	4%
CCCCCCSc1nsc(NC(=O)CCC)n1	?	?	-2%	nt	50%[activator]	0%
Continued:
SMILES	Pf growth 96h	HCV inh	LmPK inhibitor	Sm TGR inh	Pf growth 48h	Tb PYK inh
Cc1ccc(NC2=NC3(CCCCC3)N=C(N)N2)c(C)c1	8.3µM*	5%	-3%	0%	?	2%
CC(C)CCN1CC(C(=O)NCc2ccccc2)CC1=O (stereo not given)	?	?	-2%	5%	33%[activator]	-7%
Cc1ccccc1Nc1nc(N)nc(COC(=O)[C@@H](NC(=O)c2c(F)cccc2F)C(C)C)n1	?	-13%	nt	-1%	?	3%
CCOc1ccc(CC(=O)N2CCN(c3ccc(N4CCOCC4)nn3)CC2)cc1OCC	-9%	-4%	5%	-10%	?	-1%
Cc1nc(-c2nnc(SCC(=O)Nc3ccc(C(F)(F)F)cc3)n2C)cs1	-15%	-8%	4%	12%	?	-8%
Cc1cccc(C)c1NC(=O)c1cccn(Cc2ccc3c(c2)OC(F)(F)O3)c1=O	?	?	0%	-8%	?	-6%
COC1CC(OC2CCC3(C)C(CCC4C3CCC3(C)C(C5=CC(=O)OC5)C(OC(C)=O)CC43O)C2)OC(C)C1OC1OC(COC2OC(CO)C(O)C(O)C2O)C(O)C(O)C1O (stereo not given)	0%	nt	1%	22%	25%	nt
Cc1oc(-c2cc(F)ccc2F)nc1CN1CCC(C(=O)N2CCOCC2)CC1	29%	-4%	-8%	-13%	1%	6%
Cc1ccc(C(=O)CNc2nc3c(c(=O)[nH]c(=O)n3C)n2Cc2ccccc2)cc1	9.3µM*	9%	4%	2%	13µM*	1%
O=C(c1scc2c1CCCC2)N1CCOCC1	-10%	1%	3%	?	-12%	0%

10 consecutive compounds out of the list so far, for reference:
SMILES	Pf growth 96h	HCV inh	LmPK inhibitor	Sm TGR inh	Pf growth 48h	Tb PYK inh
CCCCn1c(N)c(N(CCOC)C(=O)c2cc(S(=O)(=O)N3CCCCC3)ccc2Cl)c(=O)[nH]c1=O	-16%	14%	0%	6%	?	6%
CCCCC(CC)COP(=O)(OCC(CC)CCCC)OCC(CC)CCCC (stereo not given)	?	5%	nt	-2%	2%	1%
CCOc1ccc(CC(=O)N/N=C/c2sccc2C)cc1	75%[activator]	1%	8%	1%	2%	4%
O=S(=O)(c1ccc(Br)cc1)N1CCCN(Cc2ccccc2F)CC1	6.6µM*	-4%	1%	-13%	40%[activator]	-1%
COc1ccc(C(F)(F)F)cc1N/C=C\c1nnnn1-c1ccc(C)cc1	57%[activator]	?	2%	-5%	-8%	-14%
COc1ccc(O)c(CN2CCCC(N3CCN(c4ccc(F)cc4)CC3)C2)c1 (stereo not given)	?	-19%	3%	-1%	4.1µM*	-20%
O=C(CNC(=S)N(Cc1ccccc1)Cc1ccccc1F)NCc1ccc(Cl)cc1	?	?	0%	7%	?	-1%
CCNS(=O)(=O)c1ccc(C)c(-n2cnnn2)c1C	?	11%	-5%	-4%	-5%	-9%
Cc1ccc(CNC(=O)c2cc(S(=O)(=O)N3CCCCC3)ccc2N2CCOCC2)cc1	?	?	nt	-4%	8.3µM*	-7%
Cc1cccc(NC(N)=S)c1	25%	3%	1%	-18%	32%[activator]	9%

(list continues)
SMILES	Pf growth 96h	HCV inh	LmPK inhibitor	Sm TGR inh	Pf growth 48h	Tb PYK inh
Fc1ccccc1Cn1nnc2c(NCCc3ccccn3)ncnc21	?	-5%	0%	0%	0%	2%
CCC(NC(=O)NCCCn1ccnc1)(C(F)(F)F)C(F)(F)F	-28%	5%	8%	14%[11.4 µM]	nt	2%
C=CCOc1c(Br)cc(C2NC(=O)NC(C)=C2C(C)=O)cc1OCC (stereo not given)	?	-11%	-5%	4%	?	4%
CC(C)Cc1ccc(C(C)C(=O)Nc2ccccc2O)cc1 (stereo not given)	-30%	4.5µM*	3%	-24%	?	1%
S=c1[nH]nc(Cc2ccc(Cl)cc2)n1-c1ccc2c(c1)OCCO2	4%	1%	?	12%	2%	2.8µM*
COCCCn1c(N)c(C(=O)Nc2ccccc2)c2nc3ccccc3nc21	?	?	3%	14%	?	9%
COC(=O)c1cc2c(cc1N)OCCO2	4%	3%	-16%	-8%	30%	1%
COc1ccccc1C(=O)Nc1ncc2c(n1)CC(c1ccco1)CC2=O (stereo not given)	13%	?	3%	20µM*	?	-19%
O=C(NCc1ccco1)c1scc2c1OCCO2	-21%	3%	11%	35µM*	-11%	-12%
CCOC(=O)c1nnc(-c2ccc(C)cc2)nc1Sc1ccccc1Cl	nt	?	12%	-22%	13%	1%
CCOC(=O)C1CCCN(CC(O)COCc2ccccc2OC)C1 (stereo not given)	?	-3%	5%	2%	?	-7%
Cn1c(O)c(N=NC(=O)CNC(=O)c2ccccc2)c2ccccc21	18%	?	-6%	9%	19%	2%
O=C(/C=N/NC(=O)c1ccccc1Br)c1ccccc1	31%[activator]	5%	-6%	1%	23%	7%
